# Dynein transport = inhibitors of GR-EGFP nuclear translocation, primary screen, dynein cargo transport inhibitor project, imaging, high-content, 3617.4 mouse cells. test concentration mostly 20 µM; stimulated with dexamethasone, 1 µM; hits give low values. z-score, hits read low. actives 0.47% (n = 220,000);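 active = plate z-score of nuclear minus cytoplasmic receptor signal below a set negative limit, without overly bright fluorescence or cell loss, cut at about -3.5 in these data, passing the limit was not always enough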;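 also: z-score of nuclear minus cytoplasmic ring GR-EGFP intensity difference per well; some compounds called inactive have numbers as strong as hits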
#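 Buffer or medium – tet-free medium with charcoal-stripped serum · Signal – automated 10x imaging of fixed Hoechst-stained cells · Also added – dexamethasone agonist, 1.0 µM final, for 30 min · Incubation – induction 48 h, compound 1 h, agonist 30 min · Read-out – GR-EGFP nuclear translocation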
# Insulin prom up = insulin promoter activators in MIN6 cells, imaging, high-content screening, mouse beta cells. MIN6 insulin promoter-GFP reporter; hits give high values. z-score at 5 µM. actives 0.3% (n = 190,000). AID 1625, 2009;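 active = z-score above 3 at 5 µM with at least 500 cells counted in the well; inconclusive = wells under 500 cells, flagged as cytotoxic or low count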
# Salmonella PhoP GFP = inhibitors of PhoP regulon expression, primary screen, Salmonella Typhimurium, GFP reporter (AID 1863); S. Typhimurium PhoP-regulated promoter GFP reporter, 4 h; higher % means a stronger effect; one-dose inhibition, % at 50 µM; IC50 in µM for titrated hits; actives 0.16% (n = 300,000);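 active = inhibition over 29.93%, a cutoff 3 SD above the screen mean, later confirmed by dose response; inconclusive = inhibition over 29.93% but no dose response follow-up; inactive = inhibition at most 29.93% or unconfirmed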;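 also: 0% = low Mg2+ inducing control and 100% = high Mg2+ repressing control; strong numbers were not always called active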
# Hep lipid drop = inhibitors of hepatocyte lipid droplet formation, primary screen, imaging, high-throughput imaging, BODIPY stain | AML12 mouse hepatocytes, oleate lipid droplets | inhibition, % at 6.5 µM | actives 0.4% (n = 240,000);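 active = lipid droplet intensity inhibited by at least 50%, with more than 500 cells counted; inconclusive = wells with under 300 cells, treated as cytotoxic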
#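 Assay system: AML12 hepatocytes (mouse) / Also added: 100 µM oleic acid challenge / Times: overnight treatment with compound plus oleate / Detection: high-content imaging of BODIPY-stained droplets and DAPI nuclei / Evaluation: % inhibition of lipid droplet signal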
# Autophagy HCS = autophagy modulators in MEF cells, primary screen, imaging, high-content, MEF GFP-LC3; actives 0.98% (n = 190,000); MEF GFP-LC3 puncta imaging; test concentration mostly 10 µM; calls only at 10 µM (by protocol);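 active = percentage of spot-positive cells more than 3 SD above its plate mean, without a fluorescence outlier flag or 80% toxicity; inconclusive = no clear call, values can overlap the other calls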;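 also: spot-positive cell cutoff set from DMSO-treated cells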
# b-catenin transl = modulators of beta-catenin nuclear translocation, primary screen, imaging, HeLa cells, immunofluorescence, high-content; nuclear translocation activity, % at 5 µM; actives 0.3% (n = 190,000);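 active = nuclear translocation activity above 50% at 5 µM, with a well cell count of 50 or more; inconclusive = wells under 50 cells across six images, flagged as toxic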;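 also: per-cell ratio of nuclear to cytoplasmic median beta-catenin stain intensity; plate controls were DMSO negative control for no effect and GSK-3 inhibitor IX positive control for full effect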
#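 Test system: human HeLa cells, endogenous beta-catenin. Times: 24 h compound exposure, 37°C. Measured by: beta-catenin immunofluorescence imaging with DAPI.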
# MT stabilize HCS = microtubule stabilizers in HeLa cells, primary screen, imaging, high-content imaging | HeLa tubulin immunostaining HCS, 24 h; share of cells brighter than vehicle mean+2SD | % tubulin-high responders, % at 10 µM | actives 0.83% (n = 200,000);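 active = plate Z-score above 3 for both tubulin-high and condensed-nucleus cell shares, with cell loss under 80%, at 10 µM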;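 also: anti alpha tubulin signal scored within the nucleus-defined area of each cell; some results filed as inactive read as strong as hits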
# ER stress rescue = rescue of cells from ER stress-induced death, primary screen, 384-well, CSM14.1, thapsigargin, ATP luminescence (AID 1222); 190,000 tested, under 10 active; cellular ATP content (survival), % at 20 µM; hits with a dose series show EC50 in µM; CSM14.1 thapsigargin-induced death rescue, ATP luminescence; higher % means a stronger effect;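 active = EC50 below 50 µM in the dose-response confirmation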;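 also: death triggered by thapsigargin at about 15 µM added after 2 h compound pretreatment; cell ATP read after overnight thapsigargin exposure of roughly 18 to 22 hours; normalized against plate controls of thapsigargin alone and 5% DMSO vehicle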
# T cell modulator = modulators of CD8 T cell-vesicle binding, primary screen, mouse 2C CD8+ T cells, flow cytometry; calls only at 7 µM; 2C CD8+ T cell-vesicle binding; hits give low values; actives 0.068% (n = 330,000); AID 2052, 2009;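 active = response, share of CD8 T cells binding vesicles, and their 90th percentile fluorescence all below set limits, cut at about 80% in these data, passing the limit was not always enough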
#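 Material: 2C TCR transgenic mouse naive CD8+ T cells, MACS-purified. Also added: QL9-charged Drosophila Ld/ICAM-1/B7-1 vesicles. Timing: binding 1.5 h at 37 °C. Measured by: high-throughput flow cytometry with anti-B7-1 and anti-CD8 staining. Read-out: percent CD8+ FL2 mean versus row control. Controls: Unloaded micro-vesicles (low), QL9 vesicles with 0.7% DMSO (high).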
# Dynein transport cytoplasmic EGFP = also measured in Dynein transport; calls as there; z-score; measured here: cytoplasmic GR-EGFP intensity; hits give high values
# Dynein transport nuclear GR-EGFP = recorded beside Dynein transport, whose call it bears; z-score; measured here: nuclear GR-EGFP intensity;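 lower value marks the stronger effect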
# Dynein transport cell count = recorded beside Dynein transport, whose call it bears; z-score; measured here: cell count per field
# Insulin prom up cell count = second read-out of Insulin prom up, no call of its own (marks repeat the call); cell count; measured here: cytotoxicity, nuclei count;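 total cells summed across four imaged fields per well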
# Hep lipid drop cells 6.5 µM = also measured in Hep lipid drop; calls as there; cell count; measured here: cell count, cytotoxicity flag;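 cells counted across two imaged fields per well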
# b-catenin transl cell count 5 µM = further read-out of b-catenin transl, marked with its call; cell count; measured here: cell count, cytotoxicity flag
# T cell modulator vesicle-bound % = also measured in T cell modulator; calls as there; double positive events, %; measured here: CD8+ vesicle-bound cell fraction;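 binding gate set so that unloaded-vesicle control wells show 10% double positive cells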
# MT stabilize HCS Hoechst-high % = recorded beside MT stabilize HCS, whose call it bears; % Hoechst-high responders; measured here: nuclear condensation Hoechst responders;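 share of cells brighter than vehicle mean plus two SD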
# MT stabilize HCS cytotoxicity % = also measured in MT stabilize HCS; calls as there; toxicity, %; measured here: cytotoxicity by cell density;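 0% = mean cell density of plate MIN control wells and 100% = no cells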
# Autophagy HCS cell loss 18 h = recorded beside Autophagy HCS, whose call it bears; toxicity, %; measured here: cell loss, nuclei count;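 cell loss after 18 h compound exposure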
# An asterisk follows results filed as active; i = inactive; ? = inconclusive; . = no result given.
# The line under a structure holds: Dynein transport, Dynein transport cytoplasmic EGFP, Dynein transport nuclear GR-EGFP, Dynein transport cell count, Insulin prom up, Insulin prom up cell count, Salmonella PhoP GFP, Hep lipid drop, Hep lipid drop cells 6.5 µM, Autophagy HCS, Autophagy HCS cell loss 18 h, b-catenin transl, b-catenin transl cell count 5 µM, MT stabilize HCS, MT stabilize HCS Hoechst-high %, MT stabilize HCS cytotoxicity %, ER stress rescue, T cell modulator, T cell modulator vesicle-bound %
OC(COc1ccccc1)Cn1c2ccccc2c2ccccc21 (stereo unspecified)
 : -0.126, -0.241, -0.0495, 0.845, ., ., 22.8%, -9.9, 667, i, -14.2, -3.9, 1141, 3.3, 1.9, 10.5, -1.5%, i, 30.5
CC(=O)NCC(=O)OCC(=O)Nc1ccc(C(C)=O)cc1
 : 0.0188, -0.0764, 0.595, -0.001, 0.59, 1028, -3.9%, ., ., i, -4.4, -0.7, 1213, 6.3, 1.3, 9.0, 0.0%, i, 20.9
CC(c1ccccc1)n1c(SCC(=O)N2CC(=O)Nc3ccccc32)nc2ccccc2c1=O (stereo unspecified)
 : 1.25, -0.131, 1.07, -0.916, -0.01, 1432, 20.4%, -24.3, 568, i, 2.6, 0.8, 1116, 2.4, 2.2, 8.4, 3.0%, i, 38.0
N#Cc1ccccc1CSc1ccccn1
 : 0.272, -0.227, 0.208, 0.241, -0.02, 1818, -1.5%, -22.0, 648, i, -12.2, -3.6, 1103, 4.0, 3.5, 3.9, 0.8%, i, 8.5
O=C1CCCCCN1Cc1ccccc1
 : 0.551, -0.321, 0.404, -0.423, 0.73, 1488, -3.0%, ., ., i, 12.7, 0.6, 1370, 2.4, 1.5, 5.2, -1.1%, i, 42.8
COc1ccccc1CNC(=O)c1cn(C)c(=O)c2cc(OC)c(OC)cc12
 : 0.686, -0.195, 0.626, 1.08, -0.02, 916, -11.6%, 0.3, 791, i, -6.3, ., ., 2.4, 1.0, 12.0, -0.7%, i, 6.5
Cc1ccc(CNC(=O)NC2CCCCC2)cc1
 : 0.28, -0.0987, -0.0896, -0.324, -0.04, 876, -1.0%, 10.4, 860, i, -10.2, ., ., 1.1, 1.1, 7.8, -1.3%, i, 13.0
CC(C)(CO)Nc1nc(Cl)nc(NC2CCCCC2)n1
 : -0.796, -0.203, -0.103, 1.18, -0.57, 1054, -1.7%, 16.3, 687, ., ., 0.2, 1326, ., ., ., ., i, 27.8
CCOC(=O)CSc1nc(-c2ccccc2)nc2ccccc12
 : -0.774, -0.189, -0.613, 0.177, ., ., 2.4%, ., ., i, -29.2, ., ., 3.0, 1.9, 7.4, 1.5%, i, 36.2
O=C(CCCc1ccccc1)NCc1cn2ccsc2n1
 : 0.641, -0.0846, 0.708, -0.634, -0.2, 1580, -9.9%, -0.8, 666, i, -5.3, -1.3, 1061, 2.1, 2.0, 0.2, -1.2%, i, 35.8
COCCn1c(C23CC4CC(CC(C4)C2)C3)n[nH]c1=S
 : -0.451, -0.267, 0.021, 0.884, 1.11, 1367, 1.2%, -5.8, 698, i, -7.1, ., ., 3.6, 1.5, 6.8, -0.1%, i, 25.0
CCCN(CCC)CCNS(=O)(=O)c1ccc2c(c1)CCN2C(=O)C1CCC1
 : 0.0102, -0.253, 0.171, 0.192, -0.22, 959, -0.8%, -13.7, 682, i, -8.0, ., ., 1.3, 0.9, 8.3, 0.3%, i, 36.4
O=C(c1ccccn1)N(c1ccccc1)C1(C(=O)NC2CCCCC2)CCCCC1
 : -0.0106, -0.338, -0.562, 0.208, 0.44, 1348, 5.0%, -1.6, 702, i, -1.3, 1.4, 1029, 2.4, 2.5, 4.3, 0.3%, i, 22.0
CSc1ncccc1C(=O)OCc1ccccc1F
 : 0.142, -0.195, 0.241, -0.292, -0.34, 1495, -1.1%, ., ., i, 9.4, 1.1, 1404, 1.6, 1.5, 11.6, -1.0%, i, 59.2
CCOC(=O)c1cc(-c2ccccc2)sc1NC(=O)CSc1nncs1
 : 1.33, -0.36, 0.779, 0.484, -0.46, 1398, 8.8%, -3.8, 693, i, 10.2, 0.5, 988, 3.2, 2.1, 6.9, -0.8%, i, 38.6
O=C(O)Cc1csc(-c2ccccc2)n1
 : -0.583, -0.229, -0.295, 0.841, -0.32, 1522, -3.2%, 0.3, 712, i, 18.0, 3.3, 930, 6.0, 2.2, 5.2, 0.3%, i, 57.6
CCCCCc1ccc(OCCCC[n+]2cccc(C)c2)c(CCCCC)c1
 : 3.32, 3.25, 1.57, -3.8, ?, ., 3.3%, -30.9, 579, i, 18.6, 4.2, 630, 56.1*, 28.4*, 68.5*, -4.1%, i, 30.3
FC(F)(F)c1cccc(Cn2nnnc2-c2ccc(Cl)cc2)c1
 : 0.00601, -0.0764, -0.268, 0.289, -0.06, 1085, 20.3%, ., ., i, -27.5, -0.1, 865, 3.2, 1.6, 6.3, -1.7%, i, 10.3
Cc1ccc(S(=O)(=O)NN2C(=O)/C(=C/c3ccccn3)SC2=S)cc1
 : 0.467, -0.307, -0.0946, 0.0863, -0.12, 1382, -9.8%, -1.6, 620, i, -17.7, -1.2, 567, 3.9, 2.8, 1.9, -2.5%, i, 57.6
O=C(NCCN1CCCC1)c1ccc(CS(=O)(=O)c2c(Cl)cccc2Cl)o1
 : -0.997, -0.319, -0.612, 2.08, 1.37, 933, 2.6%, ., ., i, -2.2, ., ., 7.9, 2.5, 5.9, -0.7%, i, 48.3
Cc1sc2nc(CC(=O)NN)[nH]c(=O)c2c1C
 : -0.34, -0.141, -0.23, -0.0505, 0.2, 1383, -10.7%, 6.8, 753, ., ., -4.4, 1271, ., ., ., ., i, 35.5
CC1(C)CC(=O)C(C=Nc2ccc3c(c2)OCO3)=C(O)C1
 : -0.286, -0.206, -0.761, -0.407, -0.26, 1291, 8.7%, 13.3, 779, i, 11.5, 0.0, 1052, 1.9, 1.3, 7.1, -0.2%, i, 6.8
O=C(CN1CCN(C(=O)c2ccco2)CC1)Nc1ccc(Cl)c(S(=O)(=O)N2CCOCC2)c1
 : 0.863, -0.238, 0.302, -0.604, 0.66, 1281, 0.7%, 32.2, 738, i, 8.6, -1.6, 1104, 2.9, 1.5, 0.3, 0.9%, i, 32.9
CCCC(=O)Nc1sc2c(c1C#N)CC(C)(C)NC2(C)C
 : 0.109, -0.278, 0.000195, 1.09, 0.04, 1188, 3.1%, -2.2, 631, i, -2.3, -2.2, 1130, 4.0, 1.7, 2.8, 0.7%, i, 50.0
COc1ccc(CCNS(=O)(=O)c2cccs2)cc1
 : 0.978, -0.21, 0.399, -0.0921, -0.5, 1076, 0.9%, -9.7, 694, i, -7.3, 1.4, 1071, 5.7, 2.7, 3.4, -0.9%, i, 27.5
COc1ccc(NC(=O)CCNS(=O)(=O)c2ccc3c(c2)c(=O)n(C)c(=O)n3C)cc1
 : 0.383, -0.251, 0.0609, 0.16, 2.59, 1298, -3.1%, ., ., i, 6.3, -0.1, 1429, 4.8, 3.6, 9.3, -2.3%, i, 1.0
CC(C)CCn1nnnc1C(c1ccccc1)N1CCC(C(N)=O)CC1 (stereo unspecified)
 : -0.359, -0.192, -0.273, 0.0177, -0.15, 1463, -0.9%, ., ., i, -0.5, 0.3, 1301, 1.8, 0.6, 5.5, 0.9%, i, 23.2
O=C(CCSCCc1ccccn1)Nc1ccccn1
 : 0.726, -0.346, 0.56, -0.417, 1.68, 1296, -9.6%, ., ., i, 7.5, -1.7, 805, 3.1, 2.0, 16.0, -1.2%, i, 22.9
Cc1ccc(-c2nnc(SCC(=O)N/N=C/c3ccc(C)s3)n2-c2ccccc2)cc1
 : -0.0831, -0.216, -0.245, 0.066, -0.24, 1219, -6.6%, 3.7, 560, i, -3.0, 44.3, 187, 10.3, 27.0, 42.7, 0.5%, i, 46.1
CCOC(=O)c1c(NC(=O)C(Sc2ccccc2)c2ccccc2)sc(C(=O)N(C)C)c1C (stereo unspecified)
 : -0.466, -0.236, -0.147, 0.728, -0.96, 1391, -6.1%, -6.2, 664, i, 7.0, -1.7, 1062, 5.2, 1.4, 7.5, 0.9%, i, 47.4
COc1c2occc2c(OC)c2c(=O)cc(C)oc12
 : 0.322, -0.244, 0.595, -0.00539, ., ., -1.2%, -11.2, 732, i, -7.8, ., ., 2.4, 1.5, 0.8, -1.3%, i, 27.2
Cc1cccc(NC(=O)C(C)n2cc([N+](=O)[O-])cn2)n1 (stereo unspecified)
 : 0.283, -0.259, 0.0976, -0.633, -0.32, 1232, -3.9%, -0.1, 684, i, -8.6, -0.3, 1091, 6.2, 1.7, 5.1, -1.8%, i, 46.1

# Screens (PubChem)
